Assay outcomes (PubChem BioAssay)
ERp5 inh: inhibitors of human ERp5 | Q15084 | actives 0.05% (n = 350,000) | ERp5 insulin aggregation, absorbance 650 nm, 90 min | inhibition, % at 9.99 µM;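 active = mean replicate inhibition above about 25%, with every replicate also reaching it, limit read from the data, passing the limit was not always enough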
Target sequence (Q15084 whole entry, looked up): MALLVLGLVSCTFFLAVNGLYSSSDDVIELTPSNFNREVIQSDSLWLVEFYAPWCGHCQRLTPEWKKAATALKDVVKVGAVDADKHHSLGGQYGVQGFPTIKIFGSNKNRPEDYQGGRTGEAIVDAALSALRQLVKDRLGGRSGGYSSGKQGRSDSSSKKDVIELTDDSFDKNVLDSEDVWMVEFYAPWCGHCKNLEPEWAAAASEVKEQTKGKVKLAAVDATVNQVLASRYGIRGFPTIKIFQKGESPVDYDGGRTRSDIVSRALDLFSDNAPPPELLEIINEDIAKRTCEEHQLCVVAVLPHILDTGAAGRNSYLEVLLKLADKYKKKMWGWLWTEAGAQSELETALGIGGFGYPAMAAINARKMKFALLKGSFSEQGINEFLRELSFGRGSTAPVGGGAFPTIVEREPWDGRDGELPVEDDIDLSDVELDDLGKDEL
XiGFP reactiv: reactivates the inactive X chromosome in mouse fibroblasts | XiGFP mouse fibroblasts, % GFP-positive cells imaging, 3 d; cells co-treated with 5-aza-dC sensitizer; scaled so ellipticine positive control = 100% | activation, % at 7.58 µM | actives 0.055% (n = 360,000) | AID 743238;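 active = mean normalized replicate activation at least 10% and every replicate at or above 10%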;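 note: 0% = median of on-plate neutral control wells and 100% = ellipticine 6 µM median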
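Assay system – SV40-immortalized XiGFP fibroblast cells, line 68-5-11 · Buffer or medium – DMEM supplemented with 5-aza-dC as sensitizing agent · Dosing – one concentration, pinned · Benchmarks – positive control ellipticine, 6 µM final · Times – 3 days compound exposure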
S100A4 MyoIIA: blocks human S100A4 binding to myosin IIA peptide | inhibition, % at 10.7 µM | S100A4/TAMRA-MyoIIA peptide fluorescence polarization | AID 652163 | P26447 | actives 0.14% (n = 360,000);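 active = mean inhibition of at least 70% across replicates, with every replicate also reaching that level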
Target sequence (P26447 whole entry, looked up): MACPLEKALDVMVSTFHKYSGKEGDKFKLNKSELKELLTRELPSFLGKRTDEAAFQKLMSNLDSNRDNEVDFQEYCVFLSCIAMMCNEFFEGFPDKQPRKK
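Material: S100A4 monomer (human). Medium: Calcium-containing HEPES buffer, pH 7.2. Probe or stimulus: labelled myosin peptide probe, 5 nM. Compound dosing: one concentration per compound. Timing: polarization read 5 min after assay mix addition, stable 5–60 min. Benchmarks: DMSO as neutral control, TFP as positive control.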
RAD54 branch: blocks human RAD54 Holliday junction branch migration; inhibition, % at 10.4 µM; Q92698; FAM/BHQ fluorescence; actives 0.14% (n = 360,000);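 active = mean normalized replicate activity at least 40 and at least half of replicates scoring 40 or more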;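 note: 0% = median of neutral control wells and 100% = median of positive control wells; inhibitors cause a drop in the FAM fluorescence signal; in these data hits start at about 50%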
E-sel inducer: induces E-selectin expression in human endothelial cells; P16581; HUVEC E-selectin immunofluorescence imaging; normalized: neutral wells 0, TNF-alpha wells 100; activation, % at 7.58 µM; actives 0.37% (n = 260,000); AID 686992;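 active = mean E-selectin-positive cell signal at least 10% of the positive control, reached in at least 60% of replicates, without over 20% cell loss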;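 note: in these data hits start at about 27%; measured in HUVEC primary endothelial cells; signal is the percent of cells scored E-selectin positive by PE staining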
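Read-out: % PE-positive cells | Test system: HUVEC | Doses: One compound dose added by pin transfer | Buffer or medium: EGM-2 over gelatin coat | Signal: Immunofluorescence imaging | Benchmarks: TNF-alpha, DMSO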
RAD52 anneal inh: blocks human RAD52 DNA annealing | recombinant RAD52 DNA annealing, FRET fluorescence | actives 0.46% (n = 360,000) | inhibition, % at 18.7 µM | P43351 | AID 651710;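 active = every replicate showing at least 50% inhibition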
Target sequence (P43351 whole entry, looked up): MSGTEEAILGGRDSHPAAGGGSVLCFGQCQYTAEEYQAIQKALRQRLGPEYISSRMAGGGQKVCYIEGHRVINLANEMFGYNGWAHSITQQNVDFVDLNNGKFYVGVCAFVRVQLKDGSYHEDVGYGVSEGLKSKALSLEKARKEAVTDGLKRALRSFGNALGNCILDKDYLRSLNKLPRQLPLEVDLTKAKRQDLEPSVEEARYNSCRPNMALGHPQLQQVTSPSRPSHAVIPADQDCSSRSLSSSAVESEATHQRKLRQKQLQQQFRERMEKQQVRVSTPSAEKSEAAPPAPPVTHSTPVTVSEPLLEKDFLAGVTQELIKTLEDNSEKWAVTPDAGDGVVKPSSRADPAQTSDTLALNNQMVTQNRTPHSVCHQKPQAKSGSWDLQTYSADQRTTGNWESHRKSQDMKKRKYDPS
ERAP1 HTS inh: inhibitors of human ERAP1 aminopeptidase; Q9NZ08; recombinant ERAP1, Leu-AMC fluorescence, 60 min; inhibition, % at 10.7 µM; actives 0.15% (n = 340,000); AID 652197;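 active = mean replicate inhibition of at least 30%, or all replicates individually reaching that 30% level; inactive = mean below 30% and not every replicate reaching it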;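 note: 0% = neutral control wells and 100% = L-leucinethiol positive control wells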
esBAF inh: blocks esBAF chromatin remodeling in mouse ES cells; Bmi1-luciferase knock-in reporter, 24 h; 100% = twice the neutral-well signal; reporter increase, % at 12.5 µM; actives 2% (n = 350,000); AID 602393; in the data active = activation above about 40%;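 note: 0% = median of the plate's neutral control wells and 100% = double that signal; a rise in the Bmi1 reporter signal indicates esBAF inhibition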
* = called active by the depositor; / = no result given; & = joins results of further samples.

nr	molecule	RAD52 anneal inh	S100A4 MyoIIA	ERp5 inh	ERAP1 HTS inh	XiGFP reactiv	RAD54 branch	E-sel inducer	esBAF inh
1	Cc1ccc(CCNC(=O)Cn2ccc3cc(S(=O)(=O)N4CCCC4)ccc32)cc1	-9	-5	-2	2	0.0	-7	-0.5	-1
2	O=C(CN1CCN(c2ccc(F)cc2)CC1)Nc1ccc(S(=O)(=O)N2CCOCC2)cc1	-4	-2	5	1	0.8	10	-0.8	/
3	CCOC(=O)CC1COCCN1C(=O)c1cc(COc2ccccc2SC)on1 (centres undefined)	-1	-4	-12	-1	0.1	/	-0.1	/
4	C[C@@H]1CN([C@@H](C)CO)C(=O)c2cc(NC(=O)C3CC3)ccc2O[C@H]1CN(C)S(=O)(=O)c1ccc(Cl)cc1	12	3	-2	0	0.0	13	-0.1	-2
5	O=C(CN1CCCCCC1)NCCN1C(=O)S/C(=C\c2ccccc2Cl)C1=O	-18	1	-2	-2	0.0	/	0.3	/
6	COc1cc2c(cc1OC)CN(C(=O)CNS(=O)(=O)c1ccc(C)c(C)c1)CC2	-19	2	1	3	-0.1	/	/	4
7	Cc1cc(C)n2nc(SCC(=O)Nc3ccc(F)cc3[N+](=O)[O-])nc2n1	-14	0	2	-1	-0.1	-10	5.0	-4
8	S=c1nn[nH]c2ccccc12	4	-2	2	0	0.0	/	0.2	7
9	C/C(=N\NC(=O)COc1cccc(Br)c1)c1ccc2c(c1)OCCO2	3	0	1	0	0.2	2	/	10
10	Cc1cc2oc(=O)ccc2cc1[N+](=O)[O-]	-27	10	-2	-1	0.1	-1	/	-2
11	C(=C\c1ccc(C2[C@H]3CNC[C@@H]2N3Cc2ccccn2)cc1)/c1ccccc1 (some centres undefined)	14&3	-9&-16	8&7	4	0.0&0.1	/	0.0&0.1	/
12	Cc1cc(=O)n2c(C(=O)Nc3ccc(C)c(C)c3)c(C(=O)Nc3ccccc3)sc2n1	-31	7	4	-4	0.5	/	/	/
13	C[C@@H]1CN([C@@H](C)CO)S(=O)(=O)c2ccc(C#Cc3ccccc3)cc2O[C@H]1CN(C)S(C)(=O)=O	-20	8	0	-3	-1.4	1	-0.2	3
14	CN1C(=O)c2cc(NC(=O)c3cccc(F)c3)ccc2OC[C@@H]2O[C@@H](CC(=O)NCc3ccccc3)CC[C@H]21	/	/	/	/	0.7	1	0.3	-2
15	COc1ccccc1C(CNC(=O)CNC(=O)c1ccc(C)c(C)c1)N1CCCC1 (centres undefined)	-40	-11	-11	-8	0.0	13	/	-10
16	Cc1ccc(N2CCN(C(=O)C(=O)c3ccc(F)c(F)c3)CC2)cc1	-3	-1	6	/	0.2	/	-6.6	/
17	CCOc1nc2ccccc2nc1NS(=O)(=O)c1ccc(Cl)cc1	-4	-6	-1	2	0.0	-2	/	0
18	Cc1ccc(C(=O)OCC(=O)NC(=O)c2ccccc2)o1	-10	5	0	-7	0.1	-2	0.2	/
19	CSc1ccc(CNC(=O)C2(C)CCN2C(C)C)cc1 (centres undefined)	-15	6	0	-4	0.3	1	0.2	3
20	CC(C)C(OC(=O)CN1C(=O)c2ccccc2C1=O)C(=O)NC1CCCCC1 (centres undefined)	-10	-1	3	3	0.4	12	0.2	0
21	O=C1c2ccccc2-c2onc3c(N4CCN(CCO)CC4)cc(N4CCN(C(=O)c5ccco5)CC4)c1c23	-42	38	7	3	0.0	31	/	-19
22	Cc1ccc(S(=O)(=O)N(C)C[C@H]2OCCCC[C@@H](C)Oc3ccc(N(C)C)cc3C(=O)N([C@@H](C)CO)C[C@H]2C)cc1	33	-1	1	1	-0.2	-2	0.0	3
23	CCN(CC)S(=O)(=O)c1ccc(NC(=O)c2ccc(N3CCCC3=O)cc2)cc1	-7	-1	3	-3	0.1	-1	-0.4	1
24	C(=CCSc1ccccn1)CSc1ccccn1	-29	-9	-1	-1	1.2	/	-0.3	/
25	COCC(=O)N1C[C@H](C)[C@H](OC)CN(C)C(=O)c2ccc(NC(=O)C3CCC3)cc2OC[C@@H]1C	12	10	0	0	0.2	-3	-0.2	-4
26	COCC(=O)N1CCC2(CC1)CN(C(=O)Nc1ccccc1F)[C@H](CO)c1[nH]c3cc(OC)ccc3c12	7	5	-1	-1	0.2	/	-0.2	/
27	CCN1CCSc2ccc(C(=O)NCc3ccccc3Br)cc21	-10	2	2	3	0.2	-2	0.7	-2
28	C[C@H](CO)N1C[C@H](C)[C@@H](CN(C)C(=O)Nc2ccc3c(c2)OCO3)Oc2ccc(NC(=O)c3ccncc3)cc2C1=O	6	-4	-1	-4	0.1	4	/	-1
29	COc1ccc(CN(C)C[C@H]2Oc3ccc(NS(C)(=O)=O)cc3C(=O)N([C@H](C)CO)C[C@@H]2C)cc1	10	1	1	0	0.1	15	-5.2	2
30	CC(C)C(=O)NC(c1ccc(N(C)C)cc1)c1c(O)ccc2ccccc12 (centres undefined)	-23	-2	2	3	0.0	-4	/	-6
31	CO[C@@H]1CN(C)C(=O)c2cc(NC(=O)c3ccc4c(c3)OCO4)ccc2OC[C@H](C)NC[C@@H]1C	-20	15	3	2	0.2	0	-0.3	-3
32	CCCC#Cc1cnc2c(c1)C(=O)N([C@H](C)CO)C[C@H](C)[C@H](CN(C)C(=O)C1CCC1)O2	-10	-3	1	0	0.0	0	0.0	-2
33	Cc1cccc(NC(=O)CSc2nnc(CCNC(=O)OC(C)(C)C)o2)c1C	2	-2	/	-3	0.0	/	/	/
34	Cc1cc(-c2nc3cccnc3s2)ccc1NS(=O)(=O)c1cccs1	-19	3	4	-56	-0.1	-22	/	45*
35	Cc1cc(NCCCn2ccnc2)n2nc(-c3ccc(F)cc3)cc2n1	25	0	4	1	/	/	/	5
36	O=C(O)CSc1c2c(nc3cc(C(=O)N4CCCC4)ccc13)CCCC2	-11	19	-6	-9	0.4	/	0.7	/
37	Cc1ccc(CN2CC[C@H]3C=CCc4cccc(c43)C2)cc1	-22	1	0	9	0.0	2	-0.1	-9
38	CCC1CCCCN1CCCNC(=O)Cn1nc(-c2ccccc2)ccc1=O (centres undefined)	-17	5	-8	-1	/	-6	/	-5
39	Cc1cc(C)nc(NS(=O)(=O)c2ccc(NC(=O)c3ccccc3[N+](=O)[O-])cc2)n1	-2	-8	-3	1	0.2	-1	0.0	11
40	CC(=O)N1CCCCN2[C@H](C1)[C@H](c1ccc(-c3ccc(C)cc3)cc1)[C@@H]2CO	-11	-14	-1	-1	0.1	4	0.0	/
41	CCCn1nnc(NC(=O)c2ccc(-c3ccccc3)cc2)n1	-16	1	-2	0	/	-4	/	41*
42	CC(C)NC(=O)Nc1ccc2c(c1)C(=O)N([C@H](C)CO)C[C@@H](C)[C@@H](CN(C)Cc1ccc(C(F)(F)F)cc1)O2	10	-21	8	0	-0.1	-2	-20	-4
43	CSCCC(NS(=O)(=O)c1ccccc1)C(=O)OCc1nc2ccsc2c(=O)[nH]1 (centres undefined)	-7	-1	-6	0	-0.1	-5	/	/
44	COc1ccc(CC(=O)N[C@@H](C)C(=O)N2CCC3(CC2)NCCc2[nH]cnc23)cc1	-7	2	5	-4	0.2	8	/	-13
45	CCCN1[C@H](C(=O)NCCCN(C)C)[C@@H](CO)[C@@H]2Cn3c(ccc(C4=CCCCC4)c3=O)[C@@H]21	9	0	4	0	0.0	12	0.3	2
46	O=C(C[C@H]1CC[C@H]2[C@@H](COC[C@H](O)CN2C(=O)Nc2ccc(Cl)c(Cl)c2)O1)NCc1ccc(F)cc1	10	-8	0	3	0.0	1	0.4	-2
47	CC(C)CC1c2[nH]c3ccccc3c2CCN1C(=O)c1cnccn1 (centres undefined)	-16	-6	0	6	0.2	/	/	/
48	C[C@@H]1CN([C@@H](C)CO)C(=O)c2cc(NS(=O)(=O)c3ccc(Cl)cc3)ccc2O[C@@H]1CN(C)S(=O)(=O)c1ccccc1	/	/	/	/	0.1	3	0.5	3
49	Cc1noc(C)c1NC(=O)Nc1ccc2c(c1)C(=O)N([C@@H](C)CO)C[C@H](C)[C@@H](CN(C)Cc1ccc(C(=O)Nc3ccccc3N)cc1)O2	0	-8	-6	-2	0.3	/	/	/
50	COc1ccc(-n2nc([N+](=O)[O-])c(=NCCc3cccc(C)c3)n2O)cc1	-8	1	6	-1	-0.1	/	-0.2	/

Additional entries.
nr	molecule	RAD52 anneal inh	S100A4 MyoIIA	ERp5 inh	ERAP1 HTS inh	XiGFP reactiv	RAD54 branch	E-sel inducer	esBAF inh
51	CCN(c1cccc(C)c1)C1C(=O)c2ccccc2N1C(C)=O (centres undefined)	-15	-14	0	0	-0.1	-2	0.1	9
52	c1ccc(Cc2c(C3CCCCC3)nc3c4ccccc4ccn23)cc1	-44	-1	0	1	-0.1	/	1.0	/
53	O=C(O)c1ccc(CSCc2ccccc2)o1	-11	-2	2	5	-0.1	-23	-0.1	-5
54	CCOc1ccc(CN(C)c2nc(-c3cccnc3)nc3ccccc23)cc1OC	-23	-6	-4	1	0.1	-2	/	12
55	CCOc1ccc(C(=O)COC(=O)c2nn(CC)c(=O)c3ccccc23)cc1	-13	-1	0	0	0.2	-12	0.1	2
56	CCCCNC(=S)NNC(=O)c1cc(C2CC2)nc2ccccc12	-17	-5	-1	5	0.3	5	/	/
57	CCOc1cc(/C=N/NC(=O)c2ccccc2-n2cccc2)ccc1O	-6	4	2	-2	-0.1	-9	-0.1	-3
58	CN(C)C=Nc1ccc(Cl)c(Cl)c1	-6	2	-1	-3	0.0	/	1.7	/
59	COc1c(C)cc(C(=O)C2CCCN(S(=O)(=O)c3c(C)noc3C)C2)cc1C (centres undefined)	-7	-3	-5	-4	0.2	/	-0.1	/
60	NC(Cc1ccc(F)cc1)c1csc(Nc2ccc(C(F)(F)F)cn2)n1 (centres undefined)	4	-1	-1	4	-0.1	8	0.0	-7
61	O=C(Nc1ccc(S(=O)(=O)N2CCCCC2)cc1)C1CC(=O)N(c2ccccc2)C1 (centres undefined)	-19	22	9	0	0.4	9	0.2	2
62	N#C/C(=C\c1cccs1)C(=O)NCc1ccco1	6	11	1	-1	0.3	/	/	/
63	Cc1cccc(C)c1N(CC(=O)NCc1ccco1)C(=O)CNS(=O)(=O)c1ccc(F)cc1	-8	2	0	0	0.1	9	/	-5
64	Cc1nc2ccc(C(=O)NCCc3c[nH]c4ccccc34)cn2c1N(C)C(=O)CCc1ccccc1	-24	0	6	-1	0.1	5	0.1	12
65	COc1ccc(Cc2noc(CN(C)C3CC(C)(C)NC(C)(C)C3)n2)cc1OC	8	2	-1	/	-0.3	/	2.2	-5
66	Clc1ccc(CSc2nnc(-c3ccccn3)n2Cc2cccs2)cc1Cl	-9	-2	1	/	0.1	-2	0.0	4
67	C[C@H]1CN([C@@H](C)CO)C(=O)c2cc(-c3cccc(C#N)c3)cnc2O[C@H]1CN(C)C(=O)c1ccccn1	-1&-6&-4	-1&-5&7	2&5&-8	3&1&2	0.0&-1.9	0&6&0	-0.2&-0.2	1&4&3
68	CCN1C(=NCCCCO)N[C@@H](c2cccc(C(F)(F)F)c2)C(C(=O)OC)=C1C	-6	0	-3	0	0.0	3	0.0	-6

Profiles as entered above. Screens in order: RAD52 anneal inh	S100A4 MyoIIA	ERp5 inh	ERAP1 HTS inh	XiGFP reactiv	RAD54 branch	E-sel inducer	esBAF inh
Results for Cc1cccc(C)c1N(CC(=O)NCc1ccco1)C(=O)CNS(=O)(=O)c1ccc(F)cc1 → -8	2	0	0	0.1	9	/	-5
Results for CCOc1ccc(CN(C)c2nc(-c3cccnc3)nc3ccccc23)cc1OC → -23	-6	-4	1	0.1	-2	/	12
